# LDHA block – LDHA (human) enzyme inhibition; P00338; 480,000 tested, 0.15% active; purified LDHA, NADH/diaphorase-resazurin fluorescence; hits give low values; activity change, % (values are at about 110 or 230 µM); in the data active = activity change below about -30%; inconclusive = mostly about -25% to -30%;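 also: plate controls were DMSO wells for no effect and wells without enzyme for full effect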
#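 Remaining NADH was detected by diaphorase (0.133 mg/mL) converting 37 µM resazurin to fluorescent resorufin, read at 0 and 20 minutes. The preceding 5-minute room-temperature reaction used 2 nM LDHA, 0.2 mM sodium pyruvate and 0.06 mM NADH at pH 7.4.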
# Apoferritin bind – binds horse apoferritin like a general anesthetic | AID 485281 | 350,000 tested, 0.074% active | P02791 | apoferritin/1-aminoanthracene competitive binding, fluorescence | Potency, µM (top dose mostly 77.5 µM), inactives show at the highest dose activity change, negative = displacement, usual class: inhibitors; also: potency is read from the fitted curve at half-maximal effect; % is scaled to controls: 0 for no effect and ±100 for the full control effect; nearly all actives have a fitted effect of over 20% in size
#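 Apoferritin-based anesthetic binding model; compound displacement of fluorescent 1-AMA measured as endpoint fluorescence after 10 minutes at room temperature, scaled to free-ligand and complex controls.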
# ERG-DNA inh – inhibitors of human ERG Ets domain-DNA interaction; AID 624246; Potency, µM (highest dose often 76.9 µM), without a hit: at the top dose FP activity, negative = inhibition, hits mostly inhibitors; 370,000 tested, 0.028% active; P11308; fluorescence polarization, His-ERG Ets domain / labelled DNA; active = well fitted inhibition curve with a large enough effect in the polarisation, with a control signal flat; inconclusive = small, poorly fitted or top-dose-only effect, or effect the other way, or a change in a side signal; inactive = no such curve, though single readings can be large or run the other way; the % refers to the polarisation;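 also: polarization taken with two DNA probes labelled with fluorescein and Texas red; potency is read from the fitted curve at half-maximal effect; % of control where 0% means no effect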
#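 His-tagged ERG Ets domain (1 uM in the protein solution; 300mM KCl, 50mM Tris-HCl, 1mM EDTA, 1mM DTT, pH 7.5) received compound, then a probe mix of 5 nM fluorescein-DNA and 100nM Texas-615-DNA. Fluorescence polarization was read for both dyes.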
# RGS4 inhibitor – human RGS4 inhibition; P49798; Transcreener GDP fluorescence polarization, RGS4-accelerated GTP hydrolysis; Potency, µM (titrated, usually from 114 µM), inactives show at the highest dose activity change, negative = inhibition, actives largely listed as inhibitors; 390,000 tested, 0.039% active; also: potency is read from the fitted curve at half-maximal effect; % is scaled to controls: 0 for no effect and ±100 for the full control effect; nearly all actives have a fitted effect of over 75% in size; some results filed as inactive show a strong effect at the top dose
# Target sequence (P49798 whole entry, looked up): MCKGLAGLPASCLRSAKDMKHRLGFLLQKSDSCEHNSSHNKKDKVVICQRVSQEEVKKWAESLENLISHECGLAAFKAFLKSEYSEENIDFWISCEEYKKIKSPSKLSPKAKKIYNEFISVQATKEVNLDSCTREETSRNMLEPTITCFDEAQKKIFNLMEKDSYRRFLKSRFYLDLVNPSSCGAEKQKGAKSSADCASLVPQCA
#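 MLSMR compounds (23 nl, pin-transferred) preincubated 10 min at room temperature with a 500nM (2x) first reagent, then RGS4 at 900nM (2x) plus Transcreener GDP mix added; fluorescence polarization (620/688 nm) read before and after 90 min at 30 °C.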
# ALOX12 inh – inhibitors of human 12S-lipoxygenase ALOX12 | P18054 | purified 12hLO, xylenol orange hydroperoxide absorbance | Potency, µM (top dose mostly 108 µM), without a hit: at the top dose activity change, negative = inhibition, actives largely listed as inhibitors | 580,000 tested, 1.1% active | AID 1671190; also: potency is read from the fitted curve at half-maximal effect; % is scaled to controls: 0 for no effect and ±100 for the full control effect
#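 Purified human 12hLO at 150 nM in 25 mM Hepes, 0.01% Triton X-100, pH 7.0, preincubated 15 min at room temperature with compound. Reaction started with 40 uM arachidonic acid, 30 min at room temperature. Hydroperoxide measured by Fe-xylenol orange, 573/405 nm absorbance ratio.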
# Pol kappa inh – DNA polymerase kappa (human) inhibition | 400,000 tested, 0.53% active | Q9UBT6 | Potency, µM (titrated, usually from 107 µM), without a hit: at the highest dose activity, negative = inhibition, usual class: inhibitors | purified Pol kappa, fluorescent DNA synthesis assay, 10 min; also: potency is read from the fitted curve at half-maximal effect; % is scaled to controls: 0 for no effect and ±100 for the full control effect
# Target sequence (Q9UBT6 whole entry, looked up): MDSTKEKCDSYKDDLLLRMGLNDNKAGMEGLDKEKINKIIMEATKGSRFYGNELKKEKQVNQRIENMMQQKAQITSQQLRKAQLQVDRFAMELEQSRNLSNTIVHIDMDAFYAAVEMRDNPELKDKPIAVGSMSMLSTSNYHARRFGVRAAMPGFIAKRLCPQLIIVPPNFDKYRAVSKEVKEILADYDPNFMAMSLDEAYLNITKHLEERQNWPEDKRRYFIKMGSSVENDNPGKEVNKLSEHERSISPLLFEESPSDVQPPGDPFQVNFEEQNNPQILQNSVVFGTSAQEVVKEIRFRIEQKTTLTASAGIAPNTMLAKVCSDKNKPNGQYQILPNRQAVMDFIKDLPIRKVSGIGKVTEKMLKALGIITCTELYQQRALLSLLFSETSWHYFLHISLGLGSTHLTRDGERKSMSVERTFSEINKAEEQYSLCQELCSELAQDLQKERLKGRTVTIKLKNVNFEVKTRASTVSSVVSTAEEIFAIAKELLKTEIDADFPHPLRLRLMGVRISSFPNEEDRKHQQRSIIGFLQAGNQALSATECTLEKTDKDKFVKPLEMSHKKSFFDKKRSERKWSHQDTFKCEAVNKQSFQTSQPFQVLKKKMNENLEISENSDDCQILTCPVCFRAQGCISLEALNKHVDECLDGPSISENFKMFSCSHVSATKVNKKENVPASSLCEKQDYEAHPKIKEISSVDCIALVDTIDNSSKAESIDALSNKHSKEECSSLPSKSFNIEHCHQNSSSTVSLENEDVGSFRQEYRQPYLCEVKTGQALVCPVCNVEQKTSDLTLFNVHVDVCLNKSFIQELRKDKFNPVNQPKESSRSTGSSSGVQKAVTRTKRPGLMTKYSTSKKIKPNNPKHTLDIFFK
#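 Fluorescent qHTS in 1536-well format: enzyme (10 nM) and compound sat 15 min at room temperature before 50 nM substrate (final) was added. Signal taken at 0 and 10 min; no-enzyme buffer wells were negative controls.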
# POLB inh – blocks human DNA polymerase beta activity; P06746; AID 485314; 340,000 tested, 1.3% active; Pol beta primer extension/strand displacement, fluorescence kinetic; Potency, µM (doses to about 114 µM), for inactives: at the highest dose activity change, negative = inhibition, hits mostly inhibitors; also: potency is read from the fitted curve at half-maximal effect; % is scaled to controls: 0 for no effect and ±100 for the full control effect
#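 Pol beta (10 nM) and compounds were preincubated 15 min at room temperature, then 50 nM substrate (final) started primer extension/strand displacement. Reads were taken at 0 and 10 min; concentration-response data were fitted to a four-parameter Hill equation.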
# APEX1 inh – blocks human APE1 abasic DNA cleavage; P27695; recombinant APE1, TAMRA/BHQ-2 abasic DNA cleavage fluorescence; Potency, µM (series often up to 65.8 µM), for the others: top-dose activity change, negative = inhibition, actives largely listed as inhibitors; 350,000 tested, 0.35% active;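 also: potency is read from the fitted curve at half-maximal effect; plate controls were vehicle for no effect and reference inhibitor for full effect; nearly all actives have a fitted effect of over 55% in size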
#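 0.75 nM APE1 + cpd, 15 min RT; start w/ 50 nM TAMRA/BHQ-2 THF-abasic dsDNA; kinetic fluor 525/598 nm ×3 reads @60 s; Δ(read3−read1); normalized to DMSO and NSC13755 control wells.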
# POLH inh – blocks human DNA polymerase eta activity. Q9Y253. recombinant Pol eta, fluorescent DNA replication assay. 390,000 tested, 1.2% active. Potency, µM (titrated, usually from 114 µM), for the others: at the top dose activity change, negative = inhibition, actives largely listed as inhibitors; also: potency is read from the fitted curve at half-maximal effect; % is scaled to controls: 0 for no effect and ±100 for the full control effect
#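 Fluorescent replication assay: 50 nM final substrate added after a 15 min room-temperature compound preincubation with 10 nM enzyme. Signal taken at 0 min and again at 10 min.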
# * = called active by the depositor; ? = inconclusive; . = not tested or not shown; & = joins results of further samples; [ ] = dose if it differs, or a comment. Unless noted, calls follow the shape of the dose curve; as a rule, active = well fitted curve in the direction sought with a large enough effect; inconclusive = small, poorly fitted or top-dose-only effect, or another doubt; inactive = no such curve, though single readings can be large; an effect the other way counts as inactive or inconclusive. Not all compounds are listed, so the mix of outcomes need not match the whole.
# Assay codes: A = LDHA block; B = Apoferritin bind; C = ERG-DNA inh; D = RGS4 inhibitor; E = ALOX12 inh; F = Pol kappa inh; G = POLB inh; H = APEX1 inh; I = POLH inh
O=C(Cn1cnc2cc([N+](=O)[O-])ccc2c1=O)N1CCN(S(=O)(=O)c2ccccc2)CC1
  A: -2	B: .	C: 11%	D: 25%	E: -4%	F: -16%	G: .	H: -9%	I: -2%

CN1C(=O)C(C)(C)c2cc(S(=O)(=O)N3CCCCCC3)ccc21
  A: -2	B: -17%	C: -25%	D: 2%	E: 18%	F: -2%	G: 11%	H: 12%	I: 0%

COc1cc2c(cc1OC)C(COc1ccc3c(C)cc(=O)oc3c1)N(C(=O)c1ccc(C)cc1)CC2 (stereo not given)
  A: -16	B: -21%	C: 4%	D: -5%	E: -29%	F: -12%	G: 15%	H: .	I: -13%

COCCOC(=O)c1c(NC(=O)CN2c3ccccc3CC2C)sc(C(N)=O)c1C (stereo not given)
  A: -10	B: -14%	C: -2%	D: 38%	E: 5%	F: -6%	G: 33%[activator]	H: 0%	I: -6%

COc1ccc(/C=C/c2ccc3ccccc3[n+]2C)cc1OC
  A: -16&-1	B: 2%	C: 25%	D: -1%	E: .	F: ?	G: 28µM*	H: 17%	I: -2%

CCCN(CCC)C(=O)c1cc2c(=O)n3cccc(C)c3nc2s1
  A: 1&-6	B: -10%&34%	C: -1%&-3%	D: -23%[56.9 µM]	E: ?	F: 4%&2%	G: 13%&12%	H: -10%	I: -10%&-16%

Cc1ccc(Oc2ccc(C(F)(F)F)cc2[N+](=O)[O-])c([N+](=O)[O-])n1
  A: -2	B: 0%	C: -3%	D: 5%	E: 0%	F: 0%	G: -27%	H: -4%	I: -25%

Cc1nc2c(-c3ccccc3)c(C)nn2c(C)c1CCC(=O)N1CCN(c2ccccc2)CC1
  A: -7	B: -8%	C: -2%	D: 4%	E: -19%	F: -19%	G: -11%	H: .	I: -28%

Cn1cccc1/C=N/NC(=O)c1ccc(OC(F)(F)C(F)F)cc1
  A: -5	B: -20%	C: -7%	D: 27%	E: 8%	F: -7%	G: 15%	H: 4%	I: -14%

COC(=O)c1cc(OC)c(OC)cc1NC(=O)c1ccc(OC)cc1
  A: -7	B: -10%	C: 0%	D: -22%	E: 6%	F: -12%	G: ?	H: -4%	I: -18%

C[C@H]1CN([C@@H](C)CO)C(=O)Cc2cc(NC(=O)CCC(F)(F)F)ccc2O[C@H]1CN(C)S(C)(=O)=O
  A: -3	B: .	C: 6%	D: -20%	E: -52%	F: 21%	G: .	H: 28%	I: -4%

Cc1ccc2oc(=O)cc(/C=C/c3ccccc3)c2c1
  A: 0	B: -2%	C: -7%	D: -37%	E: -8%	F: -1%	G: -1%	H: -6%	I: -11%

NNC(=O)C(Cc1ccccc1)NC(=O)OCc1ccccc1 (stereo not given)
  A: -5	B: -14%	C: -6%	D: ?	E: 4%	F: -2%	G: 2%	H: 20%	I: -21%

O=C(NCC(c1cccnc1)N1CCc2ccccc21)c1ccc(Cl)cc1 (stereo not given)
  A: 1	B: -7%	C: -7%	D: 14%	E: 1%	F: 0%	G: 11%	H: .	I: -9%

O=c1c(C=NCCCn2ccnc2)c(-c2ccccc2)[nH]n1-c1nc2ccccc2s1
  A: -5	B: 0%	C: .	D: -8%	E: -3%	F: 3%	G: -11%	H: 2%	I: -13%

CCOC(=O)C1=C(COC(=O)/C=C/c2ccccc2)NC(=O)NC1C (stereo not given)
  A: -3	B: .	C: .	D: -2%	E: -22%	F: -2%	G: .	H: -9%	I: -3%

CC(=O)NC1=NN(C(C)=O)C(C)(c2ccc(C)cc2)S1 (stereo not given)
  A: -3	B: 4%	C: -4%	D: 1%	E: -1%	F: -11%	G: 12%	H: -2%	I: -7%

Fc1cccc(Nc2cc(-n3cccn3)ncn2)c1
  A: -7	B: -1%	C: -7%	D: 14%	E: -20%	F: -11%	G: -9%	H: 2%	I: -1%

CC(C)(CO)NCc1cc(Br)ccc1OCc1ccccc1
  A: -2	B: -13%	C: .	D: -4%	E: -16%	F: -6%	G: 5%	H: -1%	I: -10%

CCOC(=O)c1[nH]c2ccc(OC)cc2c1NC(=O)c1ccccc1C(=O)O
  A: 0	B: 92%[activator]	C: 8%	D: -29%[56.9 µM]	E: -11%	F: 6%	G: 38%	H: -9%	I: -8%

CC(=O)NC(Cc1ccccc1)C(=O)NC1CCN(C(=O)c2cnccn2)CC1 (stereo not given)
  A: 5	B: 17%	C: -5%	D: -19%	E: -28%	F: -3%	G: 7%	H: -2%	I: -2%

Cn1c2ccccc2c(=O)c2c(=O)n(-c3ccccc3)c(-c3ccc(C(C)(C)C)cc3)nc21
  A: 1	B: -14%	C: -9%	D: -4%	E: -9%	F: 12%	G: 0%	H: 6%	I: -5%

Cc1nn(C)c(C)c1/C=N/NC(=O)C(C)(C)Oc1ccc(Cl)cc1
  A: -9	B: -8%	C: -7%	D: -4%	E: -22%	F: 0%	G: 3%	H: 2%	I: -8%

Clc1ccc(-c2nc(-c3ccccn3)no2)cc1Cl
  A: -2	B: -3%	C: .	D: -32%	E: 3%	F: -1%	G: 30%	H: -4%	I: -9%

Cc1cc(C)c(S(=O)(=O)NCC(=O)O)cc1C
  A: -7	B: 0%	C: 0%	D: 0%	E: -29%	F: -4%	G: -3%	H: 10%	I: -11%

Cc1csc(NC(=O)CCC(=O)N(CC(=O)NC2CCCC2)c2ccccc2)n1
  A: -3	B: -17%	C: -10%	D: 14%	E: -27%	F: -7%	G: 34%	H: 16%	I: 5%

COc1cc(C(=O)NCC(c2cccs2)N2CCOCC2)cc(Br)c1OCc1ccccc1 (stereo not given)
  A: -2	B: .	C: -2%	D: 0%	E: 31%[activator]	F: -17%	G: .	H: -11%	I: -9%

CCOC(=O)CSc1n[nH]c(NC(=O)c2ccc(F)cc2)n1
  A: -3	B: -10%	C: 0%	D: -7%	E: .	F: 1%	G: 16%	H: -2%	I: -4%

O=C(NCCCN1CCCC1=O)c1cc2ccccc2o1
  A: -10	B: .	C: 2%	D: 23%	E: 23%	F: 0%	G: .	H: 9%	I: 6%

Cc1ccc(NC(=S)N(CCCN(C)C)Cc2cc3cc4c(cc3[nH]c2=O)OCO4)cc1
  A: -3	B: 6%	C: 1%	D: 7%	E: -25%	F: -7%	G: 1%	H: 4%	I: 0%

# Single records, as listed above:
# Profile of `CCOC(=O)c1[nH]c2ccc(OC)cc2c1NC(=O)c1ccccc1C(=O)O` : LDHA block = 0; Apoferritin bind = 92%[activator]; ERG-DNA inh = 8%; RGS4 inhibitor = -29%[56.9 µM]; ALOX12 inh = -11%; Pol kappa inh = 6%; POLB inh = 38%; APEX1 inh = -9%; POLH inh = -8%
# Profile of `Cc1csc(NC(=O)CCC(=O)N(CC(=O)NC2CCCC2)c2ccccc2)n1` : LDHA block = -3; Apoferritin bind = -17%; ERG-DNA inh = -10%; RGS4 inhibitor = 14%; ALOX12 inh = -27%; Pol kappa inh = -7%; POLB inh = 34%; APEX1 inh = 16%; POLH inh = 5%

# (cont.)
# Assay codes: A = LDHA block; B = Apoferritin bind; C = ERG-DNA inh; D = RGS4 inhibitor; E = ALOX12 inh; F = Pol kappa inh; G = POLB inh; H = APEX1 inh; I = POLH inh
COc1ccc(/C=C(\NC(=O)c2ccccc2)C(=O)NCc2ccco2)cc1OC
  A: -2	B: -1%	C: 17%	D: -4%	E: -3%	F: 8%	G: 21%	H: 14%	I: -10%

CCN(C(=O)c1ccc2c(c1)OCO2)C12CC3CC(CC(C3)C1)C2
  A: 0	B: .	C: -16%	D: -9%	E: ?	F: -13%	G: .	H: -7%	I: -10%

Cc1ccc(S(=O)(=O)N2CCCN(C)CC2)cc1
  A: 0	B: -5%	C: -7%	D: 17%[56.9 µM]	E: 0%	F: -4%	G: 7%	H: 10%	I: -8%

COc1ccc(C(=O)N2CCN(S(=O)(=O)c3ccc(Br)cc3)CC2)cc1
  A: 1	B: .	C: -7%	D: -11%	E: ?	F: 12%	G: .	H: 11%	I: -20%

O=C(Cn1cnc2sc(-c3ccccc3)cc2c1=O)N1CCOCC1
  A: -17	B: -8%	C: .	D: 3%	E: -8%	F: -2%	G: 37%	H: 4%	I: 7%

CC(C(=O)OCC(=O)c1cccc([N+](=O)[O-])c1)N1C(=O)C2C3CCC(C3)C2C1=O (stereo not given)
  A: 2	B: -6%	C: -5%	D: -16%[11.4 µM]	E: -1%	F: 6%[60.1 µM]	G: -24%	H: -2%	I: -8%

Cc1ccc(CNC(=O)C2CCN(Cc3nc(-c4cccc(Br)c4)oc3C)CC2)cc1
  A: -2	B: -4%	C: 1%	D: 21%	E: 2%	F: -1%[60.1 µM]	G: 4%	H: .	I: -18%

Cc1ccc(S(=O)(=O)NC[C@H]2O[C@@H](n3cnc4c(N)ncnc43)[C@H](O)[C@@H]2O)s1
  A: -6	B: .	C: 1%	D: 12%	E: ?	F: -9%	G: .	H: 18%	I: -5%

N#CCCN(C(=O)COC(=O)C1CCN(S(=O)(=O)c2ccccc2C(F)(F)F)CC1)c1ccccc1
  A: -5	B: .	C: -7%	D: 21%	E: 40%[activator]	F: -6%	G: .	H: .	I: -13%

Cc1cccc(NC(=S)NCc2cccs2)c1
  A: -12	B: -15%	C: -3%	D: 14%	E: ?	F: -12%	G: 27%	H: 24%	I: -10%
